High-throughput results deposited in PubChem by University of Kansas High Throughput Screening Laboratory.
Pf apPOL inh – Pf-apPOL inhibitors, biochemical, fluorescence. hit rate 0.25% among 210,000. Recombinant Pf-apPOL, molecular beacon fluorescence, 1.5 h. inhibition, % at 10 µM. AID 1794808, 2022. Plasmodium falciparum apicoplast DNA polymerase (apPOL)
mHTT-CaM PPI inh – mutant huntingtin-calmodulin interaction inhibitors – biochemical, AlphaScreen, primary screen | AlphaScreen His-mHTT/GST-CaM binding, luminescence | AID 1671202, 2021 | inhibition, % at 15 µM | hit rate 3.6% among 190,000;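 further: 0% = both proteins with DMSO and 100% = one protein alone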
Active calls of the source: *; / = no result given; & = joins results of further samples. No stated cut-off is given here; in the data, active means inhibition above about 50%; inactive means the rest.

#	compound	mHTT-CaM PPI inh	Pf apPOL inh
1	CC12CN3CC(C)(CN(C1)C3c1ccc([N+](=O)[O-])cc1)C2=O (stereo not drawn)	4	-8
2	O=C(c1cccc(O)c1)N1N=C(c2ccc(Cl)cc2)CC1(O)C(F)(F)F (stereo not drawn)	24	-7
3	N#CCc1nnc2n1-c1ccccc1CCC2	0	-8
4	C=CCN1C(=O)C(CC(=O)Nc2ccccc2)SC1=Nc1ccc(O)cc1 (stereo not drawn)	5	-5
5	Cc1ccc(C)c(OCC(O)CN2CCN(c3ccccc3F)CC2)c1 (stereo not drawn)	3	-1
6	O=C(NCC1CCCO1)c1ccccc1C(=O)c1ccc(Cl)cc1 (stereo not drawn)	2	0
7	Cc1cc(C)cc(NS(=O)(=O)c2ccc3nc(-c4ccccc4)[nH]c3c2)c1	5	6
8	COc1ccc(-c2cc(C(=O)Nc3cccnc3)no2)cc1OC	8	0
9	C=CCNC(=S)N1CCN(c2ncc(C(F)(F)F)cc2Cl)CC1	/	-11
10	Cc1ccc(Nc2nc3ccncc3n(C(C)C)c2=O)cc1Cl	23	3
11	CCOc1cc(/C=c2\sc3nc4cc(C)c(C)cc4n3c2=O)ccc1OCC(N)=O	-2	-3
12	CCc1cccc(N=c2oc3ccc([N+](=O)[O-])cc3cc2C(=O)Nc2nccs2)c1	1	-1
13	O=[N+]([O-])c1ccc(-c2csc(N3CCCCC3)n2)cc1	-12	-11
14	CC[N+]1(CC(O)COC23CC4CC(CC(C4)C2)C3)CCCC1 (stereo not drawn)	-1	-4
15	CCCCN(CCCNC(=O)C1CC(=O)N(CCc2ccccc2)C1)c1ccccc1 (stereo not drawn)	80*	2
16	Nc1cc(NC(=O)c2ccccc2O)ccc1Cl	/	2
17	Cc1nn(C(=O)COc2ccccc2)c(C)c1Sc1ccc(Cl)cc1	6	7
18	CC1Sc2ccccc2NC(=O)C1C (stereo not drawn)	/	-3&-1
19	Cc1noc(C)c1C1CCCN1Cc1cc(F)ccc1F (stereo not drawn)	-43	1
20	C=CCOc1ccccc1/C=C1/C(=O)N(c2ccc(Br)cc2)N=C1C	-3	0
21	O=C(Nc1cccc(C(F)(F)F)c1)N1CCC2(CC1)Nc1ccccc1-n1cccc12	97*	4
22	Cc1cc(OCC(=O)Nc2ccc(F)cc2F)nc(N2CCC(C)CC2)n1	0	3
23	CCn1ccc2c(cc(C(=O)Nc3cc(F)ccc3F)n2C)c1=O	-2	-2
24	CC(C)=CC1(C)N2CC3([N+](=O)[O-])CN1CC([N+](=O)[O-])(C2)C3(C)C (stereo not drawn)	1	4
25	COc1ccc(Cc2nnc(NC(=O)CCCc3ccccc3)s2)cc1	1	-11
26	COc1ccccc1/C=C/c1nc2ccccc2n1C(C)C	-48	-7
27	CC(C)(C)CC(=O)Nc1nnc(CC(C)(C)C)s1	-7	/
28	CCN(C(=O)COc1ccccc1)c1nnc(-c2ccc(Cl)cc2)s1	-7	2
29	CCCN1C(=O)C(C)(C)COc2cc(NC(=O)c3ccccc3Br)ccc21	9	-2
30	COc1cc2c(cc1OC)C(COc1ccc3c(C)cc(=O)oc3c1)N(C(=S)NCc1ccccc1)CC2 (stereo not drawn)	4	-4
31	c1ccc2c(c1)CCN(Cc1nc(-c3ccc(N4CCCC4)nc3)no1)C2	5	-2
32	COCCNc1nc(C)nc2c1cnn2-c1ccc(F)cc1	-4	-5
33	Cc1cccc(C2=NN(c3ccccc3)[C@H](CO)[C@H]2c2ccccc2)c1	87*	-3
34	CC(O)(CNC(=O)C(=O)Nc1ccon1)C1CC1 (stereo not drawn)	-9	4
35	COc1ccccc1NC(=O)Nc1nnc(COc2ccc([N+](=O)[O-])cc2)s1	-1	-4
36	Cc1c(F)cccc1N1CCC(C(=O)NCc2ccc(F)cc2)C1=O (stereo not drawn)	-5	-8
37	CCOc1ccc2c(c1)OC(=CC1=Cc3ccccc3OC1C)C2=O (stereo not drawn)	-79	-4
38	O=C(NCc1cccnc1)c1ccc(-c2cccs2)nc1	-6	-1
39	Cc1cc(NC(=O)Cn2cnc3c(oc4ccccc43)c2=O)ccc1Br	-7	4
40	COc1cc(C=C2Oc3cc(OCC(=O)O)ccc3C2=O)cc(OC)c1OC	0	-22
41	COc1ccccc1OC1OC(COC(C)=O)C(OC(C)=O)C(OC(C)=O)C1OC(C)=O (stereo not drawn)	-2	-7
42	COCCC1CCN(C(=O)CN(C)C(=O)c2cc(C)n(C)n2)CC1	-9	-1
43	O=C(Cc1ccccc1Cl)Nc1nnc(C2CC(=O)N(c3ccccc3)C2)o1 (stereo not drawn)	51*	0
44	CCOC(=O)Cc1csc(NC(=O)Cc2cc(-c3ccccc3F)on2)n1	6	6
45	Cc1nc(-c2ccncc2)nc2c1CCC(=O)N2CCN(C)C	2	3
46	CC(C)(C)C(=O)NC1CCN(c2nc3ccccc3n2C2CCCC2)C1 (stereo not drawn)	24	-5
47	Cc1ccc(NC(=O)CN2C(=O)C(c3ccc(F)cc3)=NC2(C)C)cc1C	-9	-4
48	Fc1ccc(Br)cc1C1CC(c2ccc(Cl)cc2)Nc2nnnn21 (stereo not drawn)	22	-6
49	CC1NC2(CCCCC2)CC(C)(C)c2ccccc21 (stereo not drawn)	-6	4
50	Cc1cc(NC(=O)c2ccccc2[N+](=O)[O-])no1	-2	-4

Continuation:
#	compound	mHTT-CaM PPI inh	Pf apPOL inh
51	c1ccc(Cn2cnnc2C2CCCCN2Cc2ccoc2)cc1 (stereo not drawn)	1	-2
52	S=c1[nH]cc(-c2ccc(Cl)cc2)o1	/	5
53	O=C1CC2c3ccccc3C1C1C(=O)N(c3ccccn3)C(=O)C21 (stereo not drawn)	3	6
54	CN1CCC(N(C)Cc2cccc(Oc3ccccc3)c2)CC1	0	0
55	Cn1cc(-c2cc(C(F)F)c3c(C4CC4)nn(C)c3n2)cn1	7	/
56	COc1ccc(S(=O)(=O)N(CC(=O)O)c2ccc(C)cc2)cc1OC	-6	7
57	Cc1cc(C)n2nc(S(=O)(=O)Nc3cccc(F)c3)nc2n1	-3	-9
58	CC(O)(CNC(=O)C1(c2ccc(Cl)cc2)CCCC1)c1cccs1 (stereo not drawn)	-23	0
59	COc1cccc(CNC(=O)C2(C)Cc3ccccc3C(=O)N2CCC(C)C)c1 (stereo not drawn)	4	-1
60	C#CCSc1nc2ccc(OCC)cc2[nH]1	0	-4
61	Nc1nc2nc(-c3ccco3)cc(C(F)(F)F)n2n1	4	/
62	O=C(CSc1nnc(-c2ccncc2)n1-c1ccccc1)NN=Cc1cn(-c2ccccc2)nc1-c1ccc(Cl)cc1	/	22
63	N=c1c(C(=O)NCc2cccnc2)cc2c(=O)n3ccccc3nc2n1CCc1ccccc1	19	12
64	CN(C)c1ccc(/C=C2\SC(=O)N(CNc3cccc([N+](=O)[O-])c3)C2=O)cc1	24	0
65	CC(C)C(=O)N1CCCC(c2nc(CNC(=O)C3CCC3)cs2)C1 (stereo not drawn)	-1	0
66	COCC(C)NC(=O)C(=O)NC1CCCCCC1 (stereo not drawn)	-10	-4
67	CCOC(=O)NNc1ccc(C(F)(F)F)cn1	/	-8&1
68	CCCCN1C(=O)C(CC(=O)N2CCCC2)Sc2ncccc21 (stereo not drawn)	-4	-5
69	CC(C)Sc1nc(-c2cccs2)cc(C(F)(F)F)c1C#N	/	11
70	Cc1cc(C)c2[nH]c3nc(C)cc(C)c3c(=O)c2c1	3	6
71	CCOc1ccc(CNC(=O)C2CCCN(c3nc4ccccc4o3)C2)cc1OC (stereo not drawn)	0	-10
72	COc1ccc(OC)c(/C=C2/N=C(c3ccccc3C)OC2=O)c1	18	2
73	CC(Oc1ccccc1)C(=O)N1CCN(CC(=O)c2cccs2)CC1 (stereo not drawn)	-7	-6
74	Cc1ccccc1NC(=O)N1CC2CN(S(=O)(=O)c3ccc(F)cc3)CC(C1)O2	-2	-5
75	O=C(N1CCC(c2cnn(-c3ccc(F)cc3)c2)CC1)C1(c2ccccc2)CC1	-6	-1
76	COc1ccc(S(=O)(=O)Nc2ccccc2C(=O)O)cc1Br	1	-3
77	C=CCNC(=O)c1cc2c(=O)n3cccc(C)c3nc2n(CCC)c1=N	6	-2
78	Cn1c(=O)n(CC(=O)O)c2ccccc21	-6	0
79	CCC(=O)Oc1cc2c(-c3cc4cccc(OC)c4o3)cc(=O)oc2cc1C	-5	6
80	CC(CN1CCC(C(N)=O)CC1)c1ccccc1 (stereo not drawn)	-6	-2
81	Clc1ccc2[nH]c3c(c2c1)CCCC3NCCOc1ccccc1 (stereo not drawn)	100*	-11
82	O=C(NCCCn1cccn1)C1CCc2sc(C(=O)N3CCOCC3)cc2C1 (stereo not drawn)	5	-5
83	COc1ccccc1C1CCN(Cc2cn[nH]c2-c2ccc(F)cc2)CC1	/	1
84	COc1cc(C(C)(C)C)cc(Br)c1O	-10	3
85	CC(C)C(NC(=O)C12CC3CC(CC(C3)C1)C2)C(=O)NC1CCCCC1 (stereo not drawn)	-3	-4
86	CCCCCCCCNC1=C(Cl)C(=O)c2ccccc2C1=O	/	-9
87	COC(=O)Nc1ccc(S(=O)(=O)Nc2cc(C(C)C)c(O)c(C(C)C)c2)cc1	56*	1
88	NC(=O)c1c(NC(=O)C2=COCCO2)sc2c1CCCCC2	42	1
89	Cc1ccc(Cl)cc1N1CCN(CC(O)COc2ccc(F)cc2)CC1 (stereo not drawn)	32	0
90	Cc1sc2cc(C(=O)N3CCCC3)[nH]c2c1CN1CCCC1	-15	2
91	Cc1cc(C)n2nc(SCc3ccccc3C)nc2n1	12	-8
92	CC(=O)N1C(C(=O)O)CSC1c1cccc(C)c1 (stereo not drawn)	-2	-1
93	COc1ccc(C2=N/C(=C\c3ccc(OC)cc3OC)C(=O)O2)c(Br)c1	0	-1
94	COc1ccc(N2CCN(Cc3ccoc3)CC2)cc1	0	-1
95	COc1ccc(NC(=O)/C(C#N)=C/c2cc(C)n(-c3ccc(F)cc3)c2C)cc1	1	0
96	O=C(c1ccc(OCC2CCCN2C(=O)c2ccc(F)cc2Cl)cc1)N1CCOCC1 (stereo not drawn)	0	26
97	COc1cccc(NC(=O)c2ccnc(-c3ccsc3)c2)c1	21	0
98	COc1ccc(N=Cc2cc([N+](=O)[O-])ccc2O)cc1	11	-3
99	Clc1ccccc1CSc1nc2ccccc2[nH]1	-18&-14	0&0
100	Cc1nc2ncnn2c(N2CCN(C)CC2)c1Cc1ccccc1	-3	-1

Profiles from above:
CCC(=O)Oc1cc2c(-c3cc4cccc(OC)c4o3)cc(=O)oc2cc1C in the list: mHTT-CaM PPI inh = -5; Pf apPOL inh = 6
COc1ccc(N=Cc2cc([N+](=O)[O-])ccc2O)cc1 in the list: mHTT-CaM PPI inh = 11; Pf apPOL inh = -3

Other records follow.
#	compound	mHTT-CaM PPI inh	Pf apPOL inh
101	Cc1cccc2nnc(N3CCCC(C(=O)N4CCN(C5CCCCC5)CC4)C3)n12 (stereo not drawn)	18	-4
102	CCCCOc1ccc(-c2nc(C=Nc3ccc(Cl)cc3)c(O)o2)cc1	-2	-2
103	CCN1c2ccc(F)cc2C(=O)NC12CCN(C(=O)c1cccc(OC)c1)CC2	3	2
104	COc1ccc(C2CCCN2C(=O)c2c(C)noc2C)cc1 (stereo not drawn)	3	-3
105	Cc1ccccc1S(=O)(=O)N1CCc2c(c(-c3nc(-c4ccccc4)no3)nn2C)C1	-4	-3
106	COc1ccccc1C(=O)N1CCCC(COc2ccc(C(=O)NC(C)C)cc2)C1 (stereo not drawn)	0	-2
107	Cc1cccc2nnc(N3CCC(C(=O)NCc4ccccc4)CC3)n12	-1	2
108	COC(=O)c1ccccc1NC(=O)C1CC(c2ccc(OC)c(OC)c2)=NO1 (stereo not drawn)	10	-2
109	CCOc1ccc(C(=O)Nc2ccccc2F)cc1Cl	-5	-3
110	Cc1cc(OC(=O)c2c(-c3ccccc3)noc2C)c2cc(F)ccc2n1	/	-8
111	Cc1cc(N2CCC(C)CC2)nc(-n2nc(C)cc2C)n1	24	-6
112	Cc1ccsc1C(=O)Nc1ccc(Cn2cncn2)cc1	-4	1
113	Cc1ccc(C2=N/C(=C\c3ccc(Br)cc3)C(=O)O2)cc1	3	-1
114	O=C(Nc1c2c(nn1-c1cccc(Cl)c1)CSC2)c1cc2ccccc2oc1=O	2	-1
115	Nc1cc(-c2ccccc2)nn1Cc1ccccc1	3	-2
116	COc1ccccc1CNC(=O)c1nc(-c2ccc(C)cc2)n2c1CCCCC2	61*	-1
117	OCCCc1nc2n(n1)C(c1cccc(Br)c1)C=C(c1ccc(F)cc1)N2 (stereo not drawn)	48	-3
118	O=C1NC(=O)C(=Cc2ccccc2Br)S1	-13	12

A second format for four compounds above:
104	COc1ccc(C2CCCN2C(=O)c2c(C)noc2C)cc1 (stereo not drawn)
  mHTT-CaM PPI inh: 3
  Pf apPOL inh: -3
105	Cc1ccccc1S(=O)(=O)N1CCc2c(c(-c3nc(-c4ccccc4)no3)nn2C)C1
  mHTT-CaM PPI inh: -4
  Pf apPOL inh: -3
106	COc1ccccc1C(=O)N1CCCC(COc2ccc(C(=O)NC(C)C)cc2)C1 (stereo not drawn)
  mHTT-CaM PPI inh: 0
  Pf apPOL inh: -2
107	Cc1cccc2nnc(N3CCC(C(=O)NCc4ccccc4)CC3)n12
  mHTT-CaM PPI inh: -1
  Pf apPOL inh: 2
